Pf apPOL inh: Pf-apPOL DNA polymerase inhibition; 0.25% of 210,000 active; inhibition, % at 10 µM; Recombinant Pf-apPOL, molecular beacon fluorescence, 1.5 h
mHTT CaM bind: disrupts binding of mutant huntingtin to calmodulin; AlphaScreen His-mHTT/GST-CaM binding, luminescence; inhibition, % at 15 µM; 3.6% of 190,000 active;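 also: 0% = both proteins with DMSO and 100% = one protein alone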
Active calls of the source: *; / = no result given; & = joins results of further samples. Rule as the data show it: active = inhibition above about 50%; inactive = the rest. The list is partial; the hit share may differ from the screen's.

Under each structure – Pf apPOL inh | mHTT CaM bind
CCn1cnc2c1CN(S(=O)(=O)c1c(C)nn(C)c1C)CC2
    -3 | 1
CC1CCCN(C(=O)c2cc3cc4ccc(Cl)cc4nc3o2)C1 (centres undefined)
    -5 | -6
Brc1ccccc1-c1nnc(-c2ccncc2)o1
    -4 | -5
Cc1ccc(-c2ccc3nn(Cc4ccc5c(c4)OCO5)c(=O)n3n2)cc1C
    -3 | -13
CCCCOc1ccc(-c2cnc(S(C)(=O)=O)nc2)cc1
    -5 | 2
COc1ccc(OC)c(N=Cc2c(C)c(Cl)c(C)c([N+](=O)[O-])c2O)c1
    -1 | 4
CC1CC(C)CN(CCCNC(=O)c2cc3cc4ccc(Cl)cc4nc3o2)C1 (centres undefined)
    0 | 1
CC(=O)N(CN1C(=O)c2ccc(Br)cc2C1=O)c1ccc(OCc2ccccc2)cc1
    2 | -2
COc1cccc(C2C=C(c3ccc(I)cc3)Nc3nnnn32)c1OC (centres undefined)
    1 | -1
O=C(O)c1nsnc1-c1cc([N+](=O)[O-])ccc1O
    -36&4 | 0&3

Remaining list, next part.
Under each structure – Pf apPOL inh | mHTT CaM bind
CC1(C(=O)NC2CCCCC2)CCC(=O)N1Cc1ccc2c(c1)OCO2 (centres undefined)
    -6 | -3
O=C(C[n+]1ccc(-c2ccccc2)cc1)Nc1ccc([N+](=O)[O-])cc1
    -5 | 29
Cc1cc(OCC(=O)Nc2cc(F)ccc2C)nc(N2CCC(C)CC2)n1
    6 | -2
COc1ccc(N(CC(=O)NCC2CCCO2)S(=O)(=O)c2ccc(C)c([N+](=O)[O-])c2)cc1 (centres undefined)
    -13 | 6
O=C(NCC1COC2(CCCC2)O1)c1cc2ccccc2oc1=O (centres undefined)
    -3 | -4
Cc1cccc(NC(=O)Cn2cccc2-c2nnc(C3CC3)o2)c1
    2 | -2
C[n+]1ccc(NC(=O)C(O)(c2ccccc2)c2ccccc2)cc1
    2 | 1
O=C(c1ccccc1OCC1CCN(C(=O)C2CCCCC2)CC1)N1CCCCC1
    2 | -1
CCOc1ccccc1NC(=O)CSc1nc(-c2ccc(F)cc2)cs1
    -1 | -54
O=C(Nc1ccc(Br)cc1F)c1ccncc1
    -1 | -3

Some of the entries above, set out differently:
SMILES | Pf apPOL inh | mHTT CaM bind
O=C(NCC1COC2(CCCC2)O1)c1cc2ccccc2oc1=O (centres undefined) | -3 | -4
CC1(C(=O)NC2CCCCC2)CCC(=O)N1Cc1ccc2c(c1)OCO2 (centres undefined) | -6 | -3

Additional structures follow:
Under each structure – Pf apPOL inh | mHTT CaM bind
O=C1c2ccccc2C(=O)N1C(CO)C(O)c1ccc([N+](=O)[O-])cc1 (centres undefined)
    -4 | /
Cn1c(=O)c2c(ncn2CC(=O)Nc2ccc(S(=O)(=O)N3CCCC3)cc2)n(C)c1=O
    -2 | 5
Clc1ccc2c(c1)Nc1ccccc1S2
    / | 40
O=C(CC1CCCC1)N1CCC(c2nc(-c3cccnc3)n[nH]2)CC1
    2 | 8
CC(C(=O)NCCCN1CCOCC1)(c1ccccc1)c1ccccc1
    6 | 3
Cc1cc(C(=O)c2nc3c(n2O)CCCC3)ccc1Cl
    -18 | 16
N#Cc1c(NC(=O)c2cnn3c2NC(c2ccccc2)CC3C(F)(F)F)sc2c1CCCC2 (centres undefined)
    -3 | 6
Cc1ccc(C(=O)N2CCN(C(=O)N3CCOCC3)CC2)cc1
    -6 | -7
Cc1cc(C2CCCN2C(=O)c2cc(F)c(F)cc2Cl)no1 (centres undefined)
    -4 | -8
Cc1ccc(CNC(=O)c2cnn3c4c(cnc23)CCCC4)cc1
    0 | 19

(cont.)
Under each structure – Pf apPOL inh | mHTT CaM bind
COc1ccccc1/C=C/C1=NC(=C\c2ccccc2F)/C(=O)O1
    -4 | 12
Cc1ccc(S(=O)(=O)N2CCSC2c2ccc(Cl)cc2)c(C)c1 (centres undefined)
    1 | -76
O=C(CC1CCCCC1)NCc1cccnc1
    -12 | 2
CC1CCN(S(=O)(=O)c2cccc3cccnc23)CC1
    -1&1 | -8&2
COc1ccc(Cl)cc1C(=O)N1CCC(Cn2ccnc2-c2ccccc2)CC1
    -4 | 17
COc1cc2c(cc1NC(=O)c1ccc3c(c1)OCO3)oc1ccccc12
    -8 | -2
CCC(C)NC(=O)Cc1cn(C)c2ncccc12 (centres undefined)
    1 | -15
COc1ccc(-c2coc3c(C)c(O)ccc3c2=O)cc1
    -19 | -4
COCC(C)NC(=O)c1cc(-c2ccc(OC)cc2)on1 (centres undefined)
    -9 | -7
CCc1nccn1CC1CCN(C(=O)c2cnccn2)CC1
    -1 | -14

Other compounds follow:
Under each structure – Pf apPOL inh | mHTT CaM bind
CC(C)CC1=NN2C(=N)/C(=C/c3ccc(N(C)C)cc3)C(=O)N=C2S1
    -3 | 5
Fc1ccc(-c2noc(-c3ccc(NC4CC4)nc3)n2)cc1
    0 | -3
CN(CC(=O)N1CCCc2c1c(=O)oc1ccc(O)cc21)Cc1ccccc1
    8 | 4
COc1ccc(-c2ccc(-c3cc(=O)oc4cc(OC)c(OC)c(OC)c34)cc2)cc1OC
    -6 | -1
Cc1cc(O)c(C2OC(=O)c3ccccc32)c(=O)[nH]1 (centres undefined)
    -8 | -1
Cc1c(Br)c(C(F)(F)F)nn1CC(=O)NCCc1ccccc1
    0 | -5
O=C(Nc1ccccc1F)C1CC(=O)N(c2ccc3c(c2)CCN3C(=O)C2CC2)C1 (centres undefined)
    -5 | 2
Fc1ccc(Br)cc1C=Nc1ccc2c(c1)OCCOCCOCCO2
    3 | -1
O=C(NO)c1csc(-c2cccnc2)n1
    4 | /
Cc1ccc(S(=O)(=O)N2N=C(c3ccc(Br)cc3)CC2c2ccco2)cc1 (centres undefined)
    -1 | 41

New compounds follow.
Under each structure – Pf apPOL inh | mHTT CaM bind
CCOC(=O)N1CCN(C(=O)/C(=C/c2ccc3c(c2)OCO3)NC(=O)c2cccs2)CC1
    -1 | 12
COc1ccc(Cc2nnc(NC(=O)CCc3ccccc3)s2)cc1
    -3 | 0
C=CCc1ccccc1OCC(O)CN1C(C)CCCC1C (centres undefined)
    1 | -4
OCCN(CCO)CC(O)COCC12CC3CC(CC(C3)C1)C2 (centres undefined)
    -3 | 100*
CCC(=O)N1CCc2cc(Br)cc(S(=O)(=O)Nc3c(C)cccc3C)c21
    -9 | 1
O=C(C1CN(c2nc3ccccc3s2)C1)N1CCN(c2ccccn2)CC1
    -5 | 15
O=C(CN1C(=O)S/C(=C\c2ccccc2)C1=O)Nc1nccs1
    -4 | 3
COCCCNC(=O)c1ccc2c(c1)nc(C)n2-c1ccc(F)c(F)c1
    -3 | -12
Cn1ccc(-c2ccccc2)n1
    -4 | -8
CC(C)C1c2cccn2CCN1C(=O)NCCc1ccccc1 (centres undefined)
    -6 | 7

Among those listed so far, these have an NH in an aromatic ring:
Under each structure – Pf apPOL inh | mHTT CaM bind
O=C(CC1CCCC1)N1CCC(c2nc(-c3cccnc3)n[nH]2)CC1
    2 | 8
Cc1cc(O)c(C2OC(=O)c3ccccc32)c(=O)[nH]1 (centres undefined)
    -8 | -1

An excerpt taken from the entries so far, as a working copy:
Under each structure – Pf apPOL inh | mHTT CaM bind
CCOC(=O)N1CCN(C(=O)/C(=C/c2ccc3c(c2)OCO3)NC(=O)c2cccs2)CC1
    -1 | 12
COc1ccc(Cc2nnc(NC(=O)CCc3ccccc3)s2)cc1
    -3 | 0
C=CCc1ccccc1OCC(O)CN1C(C)CCCC1C (centres undefined)
    1 | -4
OCCN(CCO)CC(O)COCC12CC3CC(CC(C3)C1)C2 (centres undefined)
    -3 | 100*
CCC(=O)N1CCc2cc(Br)cc(S(=O)(=O)Nc3c(C)cccc3C)c21
    -9 | 1
O=C(C1CN(c2nc3ccccc3s2)C1)N1CCN(c2ccccn2)CC1
    -5 | 15
O=C(CN1C(=O)S/C(=C\c2ccccc2)C1=O)Nc1nccs1
    -4 | 3

Next entries:
Under each structure – Pf apPOL inh | mHTT CaM bind
Cc1ccc(NC(=O)N2CCCC2c2cc(C)on2)c(C)c1 (centres undefined)
    2 | -2
COc1ccc(N2C(N)=C(C#N)C(c3cc(OC)c(OC)c(OC)c3)C3=C2CCCC3=O)cc1 (centres undefined)
    -1 | 4
CCCCNC(=O)C(C)C1CCN(C(=O)c2sc(-c3ccc(F)cc3)nc2C)CC1 (centres undefined)
    -4 | -3
COc1ccc(NC(C)=O)cc1NC(=O)c1sc2nc(-c3ccccc3)cn2c1C
    -3 | 52*
CCn1c(=O)c2ccnn2c2ccc(C(=O)N3CCC(C)CC3)cc21
    -4 | 0
CCCN1CC=C2C(C#N)=C(N)C(C#N)(C#N)C(CC)C2C1 (centres undefined)
    / | -2
O=C(Nc1ccc(F)cc1F)/C(=C/c1cccc([N+](=O)[O-])c1)NC(=O)c1ccc(F)cc1Cl
    -7 | -1
C=C1SC(=Nc2cccc(OC)c2)N(C(=O)C(c2ccccc2)C2CCCC2)C1(C)C (centres undefined)
    -17 | /
COc1cccc2cc(C(=O)NC(C)(C)CC(C)(C)C)c(=O)oc12
    -4 | -2
CCC1CN2C=NC(N3CCN(C(=O)Cc4ccccc4)CC3)=CC2=N1 (centres undefined)
    1 | 6

The list goes on.
Under each structure – Pf apPOL inh | mHTT CaM bind
CCn1c(=O)c(-c2nc(-c3ccccc3Cl)no2)c(O)c2ccc(F)cc21
    -7 | -10
CN(C)c1cccc(C(=O)N2CCC(CCOCc3ccccc3F)CC2)c1
    -3 | 57*
CN(C)c1cccc(C(=O)Nc2ccc(CC(=O)NC(C)(C)CO)cc2)c1
    -7 | -6
COC(=O)c1cc(S(=O)(=O)Nc2cccc(-c3cnco3)c2)oc1C
    -2 | /
CCOc1ccc(NC(=O)c2cccnc2-c2ccsc2)cc1
    -1 | 8
N#CCNC(=O)OCc1ccccc1
    -14 | /
CC(C)Oc1ccc(C(=O)Nc2ccc(N(C)C)cc2)cc1
    -38 | 7
CCS(=O)(=O)c1ccc(O)c(NC(=O)c2nccnc2C(=O)O)c1
    8 | /
CCn1cc(NC(=O)Nc2cccc(C)n2)c2ccccc21
    3 | 6
COc1ccc(C2CC(c3ccc(Br)cc3)=NN2C(=O)CCCC(=O)O)cc1OC (centres undefined)
    -3 | 5

Single records, from the list above.
CN(C)c1cccc(C(=O)Nc2ccc(CC(=O)NC(C)(C)CO)cc2)c1 in the list: Pf apPOL inh: -7; mHTT CaM bind: -6
COc1ccc(C2CC(c3ccc(Br)cc3)=NN2C(=O)CCCC(=O)O)cc1OC (centres undefined) in the list: Pf apPOL inh: -3; mHTT CaM bind: 5

More entries follow:
Under each structure – Pf apPOL inh | mHTT CaM bind
COc1cccc(CC(=O)NNC(=O)c2c(-c3ccccc3)noc2C)c1
    7 | /
O=C(Nc1ccccc1-c1ccccc1)C1CCCCC1
    -10 | -11
O=C(Nc1ccc(Cl)cc1Cl)c1cc(S(=O)(=O)NCCc2ccccc2)ccc1F
    2 | 13
CCC(=O)NC(=Nc1nc(C)c2cc(C)c(C)cc2n1)NC(=O)CC
    52* | 2
COc1ccc(S(=O)(=O)N2CCC(C(=O)Nc3ccc4c(c3)OCCO4)CC2)cc1OC
    0 | 8
CC1C(=O)N(Cc2cn(CC3CCCCC3)nn2)CCS(=O)(=O)N1Cc1ccc(-c2ccccc2)cc1 (centres undefined)
    0 | 73*
Cc1ccccc1C1=N/C(=C\C=C\c2ccccc2)C(=O)O1
    -2 | 11
Cc1cc(S(=O)(=O)N2CCN=C2c2ccccc2)cc([N+](=O)[O-])c1C
    -8 | -6
CC(=O)C1=NN(c2ccc(Cl)cc2)C(c2ccc(Cl)cc2)NN1C (centres undefined)
    45 | 10
CN(C)c1ccc(/C=C2\C(=O)NN(c3ccc(Cl)cc3)C2=O)cc1[N+](=O)[O-]
    1 | 5

(cont.)
Under each structure – Pf apPOL inh | mHTT CaM bind
CCCN(CCO)Cc1c(F)cccc1F
    6 | -1
O=C(NC1CC1)c1c(F)ccc(S(=O)(=O)N2CCCCCC2)c1F
    -18 | -2
O=C(Nc1ccccc1Br)c1ccccc1Cl
    37 | -18
Cc1cc(C)c(NC=C2C(=O)OC(C)(C)OC2=O)c(C)c1
    -1 | -1
Cc1oc(C2CCN(C(=O)CCCc3ccccc3)CC2)nc1C(=O)N1CCCCC1
    3 | 17
O=C(Nc1ccc2c(c1)OCO2)c1sc2cccc(Cl)c2c1Cl
    -6 | 6
Cc1occc1C(=O)Nc1cccc(NC(=O)c2ccoc2C)c1
    7 | 18
CCC1Oc2ccc(Cl)cc2N(CC(=O)NCCc2ccccc2)C1=O (centres undefined)
    -15 | -10
CC(=O)N1CCc2cc(N3CC(C(=O)Nc4ccc(C)cc4C)CC3=O)ccc21 (centres undefined)
    -4 | 1
CCCCOC(=O)CCCCCN1C(=O)SC(=Cc2ccc(OC)cc2)C1=S
    -31 | 17

The results go on:
Under each structure – Pf apPOL inh | mHTT CaM bind
O=C(NNc1nccc(C(F)(F)F)n1)c1cc(C(F)(F)F)cc(C(F)(F)F)c1
    -7 | /
Cc1cc(Cl)ccc1N(CC(=O)Nc1ccc(Br)cc1)S(C)(=O)=O
    -4 | 31
COc1ccc(/C=C2\Sc3ccccc3N(CC(=O)NC3CCCCC3C)C2=O)cc1 (centres undefined)
    7 | 8
O=C(NC(NC(=O)c1ccccc1)c1ccc(O)c([N+](=O)[O-])c1)c1ccccc1
    1 | 12
Cc1ccc2nsnc2c1S(=O)(=O)N1CCCC1C(=O)O (centres undefined)
    -6 | -1
CCc1ccc2nc(N3CCC(C(=O)NCCCN(CC)CC)CC3)sc2c1
    -8 | 9
Cc1nc2cc(N3CC(C(=O)Nc4ccc(C)c(F)c4)CC3=O)ccc2o1 (centres undefined)
    -3 | -6
CC1(C)Cc2cccc(OCC(=O)NCc3ccncc3)c2O1
    -2 | -17
COc1cccc(C2=CC(c3ccccc3F)n3nnnc3N2)c1 (centres undefined)
    -5 | -10
CC(C)Oc1ccc(CNC(=O)C2CCCN(c3nnc4c(Cl)cccn34)C2)cc1 (centres undefined)
    -6 | 18
COc1ccc(OC)c(NC(=O)c2cc3ccccc3o2)c1
    0 | 1

Source: PubChem
